Cav32 inh: human Cav3.2 channel inhibition, primary screen; Cav3.2-expressing cells, Fluo-4 calcium fluorescence FDSS; stronger effect = lower value; B-score at 10 µM; AID 449739; actives 4% (n = 100,000); O95180;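 active means single-dose well whose peak fluorescence ratio is a statistical outlier from its plate by either plate-standardised score or position-corrected B-score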
Target sequence (O95180 whole entry, looked up): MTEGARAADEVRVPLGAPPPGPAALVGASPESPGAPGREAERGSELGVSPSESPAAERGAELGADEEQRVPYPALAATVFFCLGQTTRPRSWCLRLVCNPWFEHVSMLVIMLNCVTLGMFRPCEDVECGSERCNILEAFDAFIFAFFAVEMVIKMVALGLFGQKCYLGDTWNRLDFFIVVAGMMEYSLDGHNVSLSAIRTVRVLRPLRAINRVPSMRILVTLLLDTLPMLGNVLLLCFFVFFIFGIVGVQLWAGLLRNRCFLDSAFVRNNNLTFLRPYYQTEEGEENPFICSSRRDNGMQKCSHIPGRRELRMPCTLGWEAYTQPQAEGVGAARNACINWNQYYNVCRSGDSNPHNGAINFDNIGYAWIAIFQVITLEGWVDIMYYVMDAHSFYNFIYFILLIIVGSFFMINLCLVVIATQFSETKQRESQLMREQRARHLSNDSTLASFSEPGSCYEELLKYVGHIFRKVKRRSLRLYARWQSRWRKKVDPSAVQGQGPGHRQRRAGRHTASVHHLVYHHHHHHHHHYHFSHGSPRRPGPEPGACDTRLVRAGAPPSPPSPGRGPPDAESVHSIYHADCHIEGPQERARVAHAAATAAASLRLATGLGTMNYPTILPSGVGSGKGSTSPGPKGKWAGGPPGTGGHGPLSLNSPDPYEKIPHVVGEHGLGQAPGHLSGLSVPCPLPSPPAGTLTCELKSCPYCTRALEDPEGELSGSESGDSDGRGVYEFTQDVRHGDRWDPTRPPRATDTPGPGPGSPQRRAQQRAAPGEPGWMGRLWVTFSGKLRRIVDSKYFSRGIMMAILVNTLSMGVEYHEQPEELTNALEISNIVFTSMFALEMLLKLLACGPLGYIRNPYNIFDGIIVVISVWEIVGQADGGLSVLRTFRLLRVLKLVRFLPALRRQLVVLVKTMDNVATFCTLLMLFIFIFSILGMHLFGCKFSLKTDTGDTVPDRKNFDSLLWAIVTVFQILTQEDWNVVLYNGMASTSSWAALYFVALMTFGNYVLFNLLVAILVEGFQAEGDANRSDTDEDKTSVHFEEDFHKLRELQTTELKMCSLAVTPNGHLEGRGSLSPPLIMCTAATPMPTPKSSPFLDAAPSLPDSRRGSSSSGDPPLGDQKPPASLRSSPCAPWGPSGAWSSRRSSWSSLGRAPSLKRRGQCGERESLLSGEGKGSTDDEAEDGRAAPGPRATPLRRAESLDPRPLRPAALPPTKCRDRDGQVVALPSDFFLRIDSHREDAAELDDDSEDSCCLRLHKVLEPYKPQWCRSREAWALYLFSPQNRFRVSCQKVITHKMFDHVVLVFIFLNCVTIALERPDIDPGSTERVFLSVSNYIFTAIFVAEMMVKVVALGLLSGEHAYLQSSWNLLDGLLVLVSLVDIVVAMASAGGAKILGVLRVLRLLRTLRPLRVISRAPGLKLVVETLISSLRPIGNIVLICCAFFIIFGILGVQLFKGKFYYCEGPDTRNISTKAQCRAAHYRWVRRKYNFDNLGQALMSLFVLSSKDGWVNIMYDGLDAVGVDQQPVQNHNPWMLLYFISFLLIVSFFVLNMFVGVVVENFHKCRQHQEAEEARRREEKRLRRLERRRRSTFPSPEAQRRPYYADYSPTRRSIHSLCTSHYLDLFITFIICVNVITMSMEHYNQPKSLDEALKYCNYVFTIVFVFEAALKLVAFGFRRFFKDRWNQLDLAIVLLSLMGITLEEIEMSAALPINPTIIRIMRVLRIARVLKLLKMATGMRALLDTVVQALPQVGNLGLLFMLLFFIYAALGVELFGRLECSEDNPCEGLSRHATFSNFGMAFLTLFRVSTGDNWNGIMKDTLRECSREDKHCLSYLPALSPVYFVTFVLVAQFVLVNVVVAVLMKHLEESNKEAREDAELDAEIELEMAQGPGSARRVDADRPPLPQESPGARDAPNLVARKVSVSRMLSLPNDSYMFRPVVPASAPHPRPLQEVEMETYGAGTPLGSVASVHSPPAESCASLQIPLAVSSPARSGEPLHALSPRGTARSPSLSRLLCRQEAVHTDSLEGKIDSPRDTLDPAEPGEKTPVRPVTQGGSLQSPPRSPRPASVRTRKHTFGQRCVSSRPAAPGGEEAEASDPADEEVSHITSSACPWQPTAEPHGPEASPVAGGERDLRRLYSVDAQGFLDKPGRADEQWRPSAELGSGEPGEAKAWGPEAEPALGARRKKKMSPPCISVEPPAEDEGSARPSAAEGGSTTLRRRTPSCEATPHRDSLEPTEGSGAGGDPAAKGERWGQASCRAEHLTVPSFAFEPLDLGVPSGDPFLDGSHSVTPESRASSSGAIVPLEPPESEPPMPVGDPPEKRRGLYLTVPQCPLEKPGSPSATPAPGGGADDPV
The depositor's hits bear a star. A portion of the library; rates above refer to the full screens.

SMILES | Cav32 inh
Cc1noc(C)c1S(=O)(=O)N(CC(=O)Nc1ccc2c(c1)OCO2)c1ccc(C(C)C)cc1 | -3.53
Cc1ccc(N(NC(=O)C(C)(C)O)C(=O)c2ccccc2)cc1C | -0.375
Cc1ccc(OCc2nnc(SCC(=O)N3CCOCC3)n2C)cc1 | -0.0296
COc1ccc(C2/C=C\CN(S(=O)(=O)c3ccc(-c4ccccc4)cc3)CC(=O)N2Cc2ccc(F)cc2)cc1 (stereo not given) | -1.63
COc1ccc(OC)c(N(CC(=O)Nc2cccnc2)S(C)(=O)=O)c1 | 0.373
CCCCC(=O)c1c(C)cc(C)[nH]c1=O | 0.974
COc1ccc(-n2c(C)c(C(C)=O)c(C(C)=O)c2C)cc1 | 0.000173
O=C(O)c1cc2nc3c(c(C(F)(F)F)n2n1)CCc1ccccc1-3 | 3.05
COc1ccc(CNc2nc3c(c(=O)[nH]c(=O)n3C)n2Cc2ccccc2C)cc1 | -0.0243
Cc1ccc2c(COC(=O)C3=COCCO3)cc(=O)oc2c1 | -0.556
COc1ccc(-c2nnc(SCc3ccccn3)n2C)cc1 | -0.0898
Cc1ccc(-c2nn(CC(=O)NCc3ccco3)c(=O)c3ccccc23)cc1 | -0.113
COc1cc(/C=C/C(=O)NCCn2c(C)cc3ccccc32)cc(OC)c1OC | 0.0795
CCOC(=O)c1c(NC(=O)CSc2nnc(C)s2)sc2c1CCC(CC)C2 (stereo not given) | -2.66
CCN(CC)C(=O)C1CCC(CNS(=O)(=O)c2cccc3cccnc23)CC1 (stereo not given) | 0.345
N#Cc1c(-c2ccco2)c2c([nH]c1=S)CCCC2 | 0.352
CCCCCC(=O)Cc1cc(O)cc2c1C(=O)Oc1cc(O)c(C(=O)O)c(CCCCC)c1O2 | -3.08
Cc1cc2nn(-c3cccc4ccccc34)nc2cc1N | -2.32
Cc1cc(C)cc(NC2=NCC(=O)N2Cc2ccccc2)c1 | -0.967
Cc1cc(C)n(C(=O)CCNC(=O)c2ccccc2Br)n1 | 0.00942
COc1cc([C@H]2[C@@H]3CCCC[C@]3(O)CCN2CC(=O)Nc2ccc(C)cc2C)ccc1O | 0.23
O=c1c2oc3ccccc3c2ncn1Cc1ccccc1F | -0.258
COc1ccc(/C=N/n2cnnc2SCCO)cc1OC | -0.36
CCOC(=O)C(CCCOc1cccc(CC)c1)C(=O)OCC | -0.743
Cc1nc(SCC(=O)O)c2oc3ccccc3c2n1 | 2.47

(next part)
SMILES | Cav32 inh
CCCn1c(C(C)NC(=O)c2ccccc2)nc2ccccc21 (stereo not given) | -0.451
O=C(CCn1c(=O)sc2ccccc21)Nc1cccnc1 | 0.251
CCCCn1c(O)c(C=NCCCN(C)C)c(=O)[nH]c1=O | -1.03
Nc1sccc1C(=O)c1ccccc1 | 0.273
CCCCSc1nc(N)c(C#N)c(-c2cccs2)c1C#N | 0.651
Cc1ccc(-c2nc3cccnc3s2)cc1NC(=O)c1ccco1 | -0.114
CN(Cc1ccccc1)S(=O)(=O)c1ccc(C(=O)Nc2nnc(C3CC3)o2)cc1 | -1.14
O/N=C1\CC(O)Cc2nonc21 (stereo not given) | 0.302
CC(C)(C)c1csc(NC(=O)Cn2c(=O)oc3ccccc32)n1 | -10.1*
Cc1cccc(C)c1OCC(O)CNS(=O)(=O)c1ccccc1C(=O)N1CCCCC1 (stereo not given) | -1.87
Cc1cc(C)nc(NC(=O)C(c2ccccc2)c2ccccc2)n1 | -0.188
CCOC(=O)C1CCCN(C(=O)c2cc(-c3ccc(C)cc3)on2)C1 (stereo not given) | -2.26
COc1ccccc1CNc1ccc(N2CCOCC2)c(C(=O)O)c1 | 1.71
CC(C)(C)n1nnnc1C(c1cccs1)N(Cc1ccccc1)Cc1ccco1 (stereo not given) | -2.46
COc1cccc(Cn2cccc(NC(=O)NC3CCCCC3)c2=O)c1 | -1.61
CCCCCC(=O)N1CC2(CC(c3cccc(NC(=O)COc4ccc(Cl)cc4)c3)=NO2)C[C@@H]1C(N)=O (stereo not given in full) | -1.13
CCCCNCc1cccn1-c1ccccc1 | 0.419
CCC(=O)N1CCc2cc(S(=O)(=O)NCCC(=O)N3CC=C(c4ccccc4)CC3)ccc21 | 0.171
O=c1cc(CO)oc(CN2CCN(c3ccccc3F)CC2)c1O | -0.0182
COc1ccc(NC(=O)CSc2n[nH]c(N)n2)c([N+](=O)[O-])c1 | 1.43
Cc1cc(O)c(C2(C(F)(F)F)NCCNC2=O)cc1C (stereo not given) | 0.272
COc1ccc(-c2cn(-c3cccc(C)c3)c(=O)[nH]2)cc1OC | 0.107
Cc1cccc(NC(=S)NNC(=O)c2csc3c2CCC(C)C3)c1 (stereo not given) | -2.87
COc1cc(C(=S)N2CCCC2)ccc1OC(=O)c1ccc(Cl)cc1[N+](=O)[O-] | -2.27
O=C(COC(=O)CCC(=O)c1cccs1)Nc1cc(S(=O)(=O)N2CCOCC2)ccc1Cl | 0.587

Next section; it opens with the 4 that closed the last part.
SMILES | Cav32 inh
COc1ccc(-c2cn(-c3cccc(C)c3)c(=O)[nH]2)cc1OC | 0.107
Cc1cccc(NC(=S)NNC(=O)c2csc3c2CCC(C)C3)c1 (stereo not given) | -2.87
COc1cc(C(=S)N2CCCC2)ccc1OC(=O)c1ccc(Cl)cc1[N+](=O)[O-] | -2.27
O=C(COC(=O)CCC(=O)c1cccs1)Nc1cc(S(=O)(=O)N2CCOCC2)ccc1Cl | 0.587
CCOc1ccc(CN(C)CC(=O)c2c(N)n(Cc3ccccc3)c(=O)n(CC)c2=O)cc1OC | 1.25
Cc1ccccc1OCCn1cc(C(=S)N2CCCC2)c2ccccc21 | -3.82
COc1ccc(/C=N/NC2=NCCCCC2)cc1 | 0.39
O=C(Nc1ccc(N2CCN(C(=O)c3ccccc3)CC2)cc1)c1ccc(Br)o1 | -0.6
NC(=O)C1(N2CCCCC2)CCN(C(=O)c2ccccc2)CC1 | 0.739
CC(=O)c1cccc(NC(=O)Nc2ccc(C(=O)N3CCOCC3)cc2)c1 | -0.416
COc1cccc(C2NC(=O)NC(C)=C2C(=O)Nc2ccc(C)cc2)c1OC (stereo not given) | 0.395
COc1ccccc1CNc1nc2ccccc2n1CCN1CCCCC1 | -1.2
COc1ccc(-c2nc(-c3ccccc3)nc(N3CCN(C)CC3)c2C#N)cc1 | 0.429
CCCNS(=O)(=O)c1ccc(C(=O)NCC2CCCO2)cc1 (stereo not given) | -0.115
CCCN(CCC)CCCOC(=O)c1ccc(Cl)cc1Cl | 0.041
CC(=O)N1CCc2cc(S(=O)(=O)NC(Cc3ccccc3)C(=O)NC3CCCCCC3)ccc21 (stereo not given) | -0.388
C/C=C(/C)C(=O)Nc1cccc(C2=NOC3(C2)C[C@H](C(N)=O)N(C(=O)COc2ccc(Cl)cc2)C3)c1 (stereo not given in full) | 0.0351
CCOC(=O)c1ccccc1NC(=O)c1cc(S(=O)(=O)N2CCOCC2)ccc1F | 1.19
Cc1nc(N)sc1C(=O)N/N=C/c1c[nH]c2ccccc12 | 0.3
COC(=O)c1cc(NC(=O)CCc2c(C)nc3ncnn3c2C)cc(C(=O)OC)c1 | 0.0428
O=C(Nc1ccccc1Cl)C1CCCN(S(=O)(=O)c2ccc(F)cc2)C1 (stereo not given) | -1.14
CC(=O)c1c(C)n(-c2ccccc2)c2ccc(OCC(O)CN3CCOCC3)cc12 (stereo not given) | -0.19
O=C(Nc1ccc2c(c1)OCCO2)C1CCCN(S(=O)(=O)c2cccc3nsnc23)C1 (stereo not given) | 0.588
COc1cc(OC)c2c(-c3ccccc3)cc(=O)oc2c1C(CCN1CCCC(C)C1)c1ccc2c(c1)OCO2 (stereo not given) | -1.33
O=C(c1cc(-c2ccc(Cl)cc2Cl)on1)N1CCOCC1 | -0.138
Cc1nn(C(CC(=O)O)C(=O)O)c(C)c1Br (stereo not given) | 1.33
CC1Cc2ccccc2N1S(=O)(=O)c1cnc[nH]1 (stereo not given) | 0.944
Cc1cc(C(F)(F)F)nc(Nc2nc(C)c3ccccc3n2)n1 | 0.406
CCCCn1c(SCC(=O)O)nc2ccccc21 | 0.00437

Part of the list above in order of heavy-atom count, smallest number first:
SMILES | Cav32 inh
CCCCC(=O)c1c(C)cc(C)[nH]c1=O | 0.974
COc1ccc(/C=N/NC2=NCCCCC2)cc1 | 0.39
COc1ccccc1CNc1nc2ccccc2n1CCN1CCCCC1 | -1.2
COc1ccc(-c2nc(-c3ccccc3)nc(N3CCN(C)CC3)c2C#N)cc1 | 0.429

The list goes on:
SMILES | Cav32 inh
C=CCN(C(=O)Cn1nnc2ccccc21)C(C(=O)NCCOC)c1ccc(OC)cc1OC (stereo not given) | 0.976
COCCCN1CN(S(=O)(=O)c2ccc(Cl)cc2)c2nc3ccccc3nc21 | -0.814
Cc1nn(-c2ccccc2)c(C)c1/C=N\N1CCN(c2ccc(Cl)cc2)CC1 | 0.0934
Cc1ccc2nc(C)cc(Nc3ccc4c(c3)OCCO4)c2c1 | -1.3
COC(=O)CCC(=O)OC1(C)C(=O)C=C2C=C(C3CC3)N(CCc3ccccn3)C=C2C1=O (stereo not given) | 0.691
CCOC(=O)C1CCN(C(=O)COc2ccc(S(=O)(=O)NC(C)C)cc2Cl)CC1 | -0.802
COc1ccc(CCN(Cc2nc3ccccc3c(=O)[nH]2)C(=O)c2ccco2)cc1 | -0.398
CCOc1ccc(-c2cc(CCCC(=O)NCCCOC)no2)cc1 | 0.343
Cc1ccccc1NCN1C(=O)C2C3C=CC(C3)C2C1=O (stereo not given) | -0.708
CCOC(=O)C(NCc1ccco1)(NC(=O)c1ccccc1)C(F)(F)F (stereo not given) | 1.12
O=C1c2ccccc2C(O)N1Cc1ccccc1 (stereo not given) | 0.121
CCOC(=O)C(CCCOc1ccc(C(C)CC)cc1)C(=O)OCC (stereo not given) | -1.43
Cc1ccc(C2=NOC(C)(c3nnc(-c4ccccc4)o3)C2)cc1 (stereo not given) | -1.01
Cc1cccc(NC(=O)Nc2cccc(Oc3c(F)c(F)c(F)c(F)c3F)c2)c1 | 0.283
Cc1cc(Oc2ccc(Cl)cc2)nc(-c2ccccc2O)n1 | 0.926
O=C(CSc1nnnn1-c1cccc2c1CCCC2)N1CCCCC1 | -0.852
CCOC(=O)c1ccc(NC(=O)CCc2c(C)nc3ncnn3c2C)cc1 | 0.179
CCCc1nnc(NC(=O)CN2C(=O)C3C4C=CC(C4)C3C2=O)s1 (stereo not given) | 0.747
CNC(=O)c1cc2c(s1)CCCCCC2 | 0.766
Cc1cc(=O)n2cc(-c3ccccc3)nc2[nH]1 | 0.0249
COc1ccc(-n2ncc3c(NCc4ccc5c(c4)OCO5)ncnc32)cc1 | -0.0262
O=C(O)c1sccc1Oc1ccc(F)cc1[N+](=O)[O-] | 1.3
O=C(C(c1ccccc1)c1ccccc1)N1CCCc2ccccc21 | -1.64
O=C1CN(c2ccc(Br)cc2)C(=O)N1CC(=O)N1CCCc2ccccc21 | -0.487
CC1Cc2cc(/C(O)=C3/C(=O)C(=O)N(CCN4CCOCC4)C3c3cccc(Cl)c3)ccc2O1 (stereo not given) | -0.0825

By substructure, those above containing a tert-butyl group (2)
SMILES | Cav32 inh
CC(C)(C)c1csc(NC(=O)Cn2c(=O)oc3ccccc32)n1 | -10.1*
CC(C)(C)n1nnnc1C(c1cccs1)N(Cc1ccccc1)Cc1ccco1 (stereo not given) | -2.46

Taken from above.
`CCOC(=O)C(CCCOc1ccc(C(C)CC)cc1)C(=O)OCC` (stereo not given) @ Cav32 inh = -1.43
`CCOc1ccc(-c2cc(CCCC(=O)NCCCOC)no2)cc1` @ Cav32 inh = 0.343
`O=C(O)c1sccc1Oc1ccc(F)cc1[N+](=O)[O-]` @ Cav32 inh = 1.3

Next part
SMILES | Cav32 inh
C=CCn1c(=O)c2c(nc(Br)n2Cc2ccccc2Cl)n(C)c1=O | -0.935
COc1ccc(Cl)cc1NC(=O)C12CCC(C)(C(=O)O1)C2(C)C (stereo not given) | -0.14
Cc1nc2sc(C(c3cccc(F)c3)N3CCCCC3)c(O)n2n1 (stereo not given) | 0.153
CS(=O)(=O)N(CCc1ccccc1)CC(=O)N1CCCCC1 | -0.105
O=C(NCCC1=CCCCC1)C1CCN(S(=O)(=O)c2cccc3nonc23)CC1 | 0.598
CC(=O)c1cccc(NC(=O)c2c(F)c(F)c(F)c(F)c2F)c1 | 2.22
C/C=C\C=C/C(=O)Nc1cccc(C2=NOC3(C2)C[C@H](C(N)=O)N(C(=O)Cc2ccc([N+](=O)[O-])cc2)C3)c1 (stereo not given in full) | 0.14
Cc1ccc(NC(=O)c2ccc(Cl)c(N3C(=O)C=CC3=O)c2)cc1 | 0.938
CCC(c1nnc(SCC(=O)Nc2nnc(-c3ccccc3)o2)n1Cc1ccccc1)N(C)C (stereo not given) | 0.896
O=C(O)CCCC(=O)N1CC(=O)Nc2ccccc21 | 0.446
COc1ccc(-n2c(CNc3ccc(C)cc3)nnc2SCC(=O)Nc2nc(-c3ccccc3)cs2)cc1 | -1.45
O=C(N1CCOCC1)N1CCCN(C(=O)N2CCOCC2)CC1 | 0.00355
O=C(COC(=O)CSCC(=O)N1CCCCC1)NCc1ccc(F)cc1 | 0.0477
Cc1ccc(S(=O)(=O)N(CC(=O)N2CCN(c3ccc(F)cc3)CC2)C2CCCCC2)cc1 | -5.77*
Cn1ccnc1-c1nc2ccccc2[nH]c1=O | 0.344
Cc1ccc(CN(Cc2cc3cccc(C)c3[nH]c2=O)C(=O)N(C)C)cc1 | -0.283
Cc1noc(NS(=O)(=O)c2ccc(NC(=O)CSc3nc4ccccc4[nH]3)cc2)c1C | -2.16
Cc1noc(C)c1S(=O)(=O)N1CCN(C(c2ccccc2)c2ccc(Cl)cc2)CC1 (stereo not given) | -3.24
COc1ccc(N2CCN(C3CC(=O)N(c4ccc5c(c4)OCCO5)C3=O)CC2)cc1 (stereo not given) | 0.323
COc1ccc(NC(=O)c2ccc(C(=O)c3cc(OC)ccc3OC)cc2)cc1 | 0.738
CCCCCNC(=O)c1ccc2c(=O)n(CC3CCCO3)c(=O)[nH]c2c1 (stereo not given) | 1.35
O=C(O)C[C@H]1c2ccccc2S(=O)(=O)N1c1ccccc1 | -0.00963
Cc1cc(C)nc(SCNC(=O)c2ccc(Cl)cc2)n1 | -0.0367
